Assay outcomes (PubChem BioAssay)
Pf apPOL block: Pf-apPOL DNA polymerase inhibition. Recombinant Pf-apPOL, molecular beacon fluorescence, 1.5 h. inhibition, % at 10 µM. AID 1794808. 210,000 compounds, 0.25% hits
mHTT-CaM PPI inh: disrupts binding of mutant huntingtin to calmodulin; P42858; AlphaScreen His-mHTT/GST-CaM binding, luminescence; inhibition, % at 15 µM; 190,000 compounds, 3.6% hits; AID 1671202;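 also: 0% = both proteins with DMSO and 100% = one protein alone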
Numbers without * were called inactive; . = no result given; & = joins results of further samples. Rule as the data show it: active = inhibition above about 50%; inactive = the rest.

SMILES | Pf apPOL block | mHTT-CaM PPI inh
O=C(NC1CC1)C1CCCN(C(=O)c2ccccc2)C1 (stereo unspecified) | -5 | -9
CSc1nc2c(c(Nc3ccc(O)c(C(=O)O)c3)n1)CCC2 | 1 | 4
O=C(NCc1cc(-c2ccc(Cl)cc2)on1)c1ccco1 | -8 | -16
CCOc1ccccc1NC(=O)N1CC(C)C(c2nc(-c3cccnc3)no2)C1 (stereo unspecified) | -9 | -1
CCOC(=O)CNC(=O)N1CCC(n2c(C)nc3cccnc32)C1 (stereo unspecified) | 0 | -1
COc1ccc(C(=O)N2CCCC(c3ccnc(Nc4cccc(F)c4)n3)C2)c(OC)c1 (stereo unspecified) | -5 | -8
O=C(Nc1cccc(NC(=O)c2cncc(Br)c2)n1)c1cncc(Br)c1 | -1 | -2
Cc1nc(C(=O)Nc2ccccc2)sc1C(=O)Nc1ccccc1 | -2 | .
CC[C@@H]1CC=C[C@H]2[C@H]1C(=O)N(Cc1ccccc1)[C@H]2c1cccc([N+](=O)[O-])c1 | 1 | 14
O=C(NC1CCCC1)c1cccc(C2CCCN(C(=O)Nc3ccc(Cl)cc3)C2)c1 (stereo unspecified) | -2 | -11
Cc1ccc(S(=O)(=O)c2nc(C(C)(C)C)oc2N2CCOCC2)cc1 | 4 | -3
CC1(C)CC(=O)C(C(c2ccc(Cl)cc2Cl)C2C(=O)CC(C)(C)CC2=O)C(=O)C1 | -4 | 1
CN(C)c1ccc(C(NC(=O)Cc2ccccc2)c2ccc3cccnc3c2O)cc1 (stereo unspecified) | 0 | 41
Cc1ccccc1CSC1=NCCN1C(=O)c1ccccc1 | 0 | -13
O=C(O)c1cc(N2C(=O)/C(=C/c3ccc([N+](=O)[O-])cc3)C=C2c2ccccc2)ccc1Cl | -2 | 44
Cc1cc(NC(=O)NN2CCOCC2)nn1-c1c(Cl)cc(Cl)cc1Cl | 0 | .
c1cc(-c2nc3c(c(NCCCN4CCOCC4)n2)CCC3)ccn1 | 4 | 4
O=S(=O)(c1ccccc1)N1N=C(c2ccccc2)CC1c1ccc(Br)cc1 (stereo unspecified) | -7 | 5
CCOC(=O)C(=Cc1ccc(NC(C)=O)cc1)C(=O)OCC | 5 | .
COc1ccccc1Oc1ccc(C(F)(F)F)cc1NC(=O)NC(=O)c1ccccc1F | -10 | .
Cc1ccc(S(=O)(=O)N2CCN(S(=O)(=O)c3ccccc3)C2c2ccccc2)cc1 (stereo unspecified) | -5 | -14
COc1cccc(CN2CCc3nc(Nc4cc(OC)cc(OC)c4)ncc3C2)c1 | -1 | 48
COc1ccc(/C=C2\SC(=Nc3cc(C)cc(C)c3)NC2=O)cc1 | -1 | 19
CCN(Cc1ccccc1)C(=O)c1cccc(C2CCCN(C(=O)NC(C)C)C2)c1 (stereo unspecified) | 2 | 17
Cc1ccc(CNC(=O)c2cc3c(n2C)CCN(Cc2cccc(F)c2)C3)o1 | 0 | 45
O=C(NCCCO)/C(=C\c1ccc2c(c1)OCO2)NC(=O)c1ccco1 | -11 | -1
CCc1ccc(CNC(=O)c2nc3cccnc3n(C)c2=O)cc1 | -8 | 26
Cc1ccc(S(=O)(=O)c2ccc(Oc3cccc(N)c3)cc2)cc1 | -5 | 16
CN1CCN(C(=O)CCC2CCCN(C(=O)Nc3ccc(F)cc3)C2)CC1 (stereo unspecified) | -7 | 0
C=CCc1ccccc1OCC(O)CN1CCN(c2ccccc2F)CC1 (stereo unspecified) | -2 | -11
CC(=O)N1CCC2(CC1)NC(=O)c1cccc(C)c1O2 | -8 | 15
CCN1C(=O)N(c2ccc(Cl)c(Cl)c2)C(C)(O)CC1(C)C (stereo unspecified) | -3 | -4
C[C@@]12CCC=C[C@H]1[C@H](c1cccc(Br)c1)N(Cc1ccccc1)C2=O | 0 | 21
O=C(NCCc1ccccc1F)/C(=C/c1cccnc1)NC(=O)c1ccccc1 | -3 | -7
CCOc1ccc(N2C(=O)C(N3C(=O)c4ccccc4C3=O)C2c2ccc(N(C)C)cc2)cc1 (stereo unspecified) | 4 | 48
COc1ccc(CN2CCC(=O)c3ccccc3S2(=O)=O)cc1 | 6 | -1
O=C(Nc1ccc(Cl)c2c1C(=O)c1ccccc1C2=O)c1ccccc1 | -10 | 6
COCc1noc(C2CCCCN2Cc2nc3ccccc3[nH]2)n1 (stereo unspecified) | -6 | 1
Cc1noc(C)c1-c1nnc(-c2ccc(C(F)(F)F)cc2)o1 | -9 | .
CC1=NN(c2ccc(Cl)cc2Cl)C(=O)/C1=C/c1ccc(F)cc1 | -1 | 13
O=C(Nc1ccc2c(c1)OCCO2)C(Cl)Cl | -4 | -5
Cc1c(C(=O)NCc2c(F)cccc2F)c(C(F)(F)F)nn1C(C)C | -2 | -12
CC(C)(C)NCCOc1ccc(Br)cc1Cl | -5 | -5
CCN(CC)S(=O)(=O)c1ccc(-c2cn3ccccc3n2)cc1 | 0 | 6
COc1ccc(C(=O)Cn2c(=N)n(Cc3ccc(C)cc3)c3ccccc32)cc1 | -1 | 21
O=C1CCC(=O)N1N1C(=O)c2ccccc2C1=O | -10 | -8
CCOc1ccc(NS(=O)(=O)c2ccc(NC(=O)Cc3ccc(OC)cc3)cc2)cc1 | -6 | 13
CCOC(=O)c1ccc(NC(=O)c2ccc(-n3nncc3C)cc2)cc1 | -8 | -10
CCOc1c(Cl)cc(C(=O)Nc2cccc(C(=O)O)c2)cc1Cl | -4 | 3
C[C@H]1CCCN1c1cccc2c1S(=O)(=O)N1CC[C@H](C1)O2 | 0 | -2
Cc1sc(C(=O)N2CCCC2)c2ncnc(NCc3ccc(F)c(Cl)c3)c12 | 4 | 100*
Cc1cc(Br)ccc1OCC(=O)NCc1cccnc1 | -2 | 0
CNC(=O)c1ccc2c(c1)N(C(=O)c1ccc(OC)cc1)CC2 | -1 | 100*
CC1=CC(C)(C)C(C(=O)O)C(C(=O)O)C1 (stereo unspecified) | 0 | -4
C#CCOC(=O)Nc1ccc(Oc2ccc(Cl)cc2)nc1 | 1 | .
COc1cccc(-c2cn3ccn(-c4cccc(F)c4)c(=O)c3n2)c1 | 2 | -6
CCOC(=O)c1cccc(NC(=O)C2CCN(c3ccncc3)CC2)c1 | 18 | -12
Cc1cccc(-c2nccc(C3CCCN(C(=O)c4ccoc4)C3)n2)c1 (stereo unspecified) | -3 | 39
O=C(O)c1ccc(NCc2cccnc2)c([N+](=O)[O-])c1 | 0&-7 | -2&3
CC(C)(C)CC(=O)N1CCC(CCOCc2cccc(F)c2)CC1 | -2 | -6
Next results follow.
SMILES | Pf apPOL block | mHTT-CaM PPI inh
COc1ccccc1NS(=O)(=O)c1cccc(C(=O)Nc2cccc([N+](=O)[O-])c2)c1 | 0 | 15
O=C(CCS(=O)(=O)c1ccccc1)NCC(c1cccs1)N1CCOCC1 (stereo unspecified) | -4 | -8
CCOc1ccc(NC(=O)N2CCC(n3c(-c4ccco4)nc4cccnc43)C2)cc1 (stereo unspecified) | 0 | 9
CCC(C)(C(=O)NC1CCCC1)N(C)C(=O)c1ccc(=O)[nH]c1 (stereo unspecified) | -1 | -1
CCN1CCN(C(=O)c2ccc(-c3ccccc3)cc2)CC1 | -4 | 3
O=C(Nc1ccccc1N1CCCN(Cc2ccccc2)C1=O)c1cccs1 | 0 | 2
CCc1ccc(C(=O)N2CCC(c3nc(CNC(=O)C4CCC4)cs3)CC2)cc1 | -2 | 19
Cc1oc(C2CCN(C(=O)c3cccc(Cl)c3)CC2)nc1C(=O)N(C)C | -17 | -4
COc1ccccc1/C=C/C1=NC(=C\c2cccc(F)c2)/C(=O)O1 | 0 | 10
CCC(=O)Nc1c2c(nn1-c1ccc(OC)cc1)CSC2 | -3 | 12
Cc1ccc2c(c1)NC(=O)C(C(=O)Nc1ccc(C#N)cc1)O2 (stereo unspecified) | 2 | 35
CC1CCN(C(=O)Nc2ccccc2C(F)(F)F)CC1 | 1 | -8
Cc1cc(=O)[nH]n(-c2ccccc2)c1=O | -4 | .
CC(=O)N1CCC(c2cnn(-c3cccc(C)c3)c2)CC1 | 1 | 100*
Cc1ccc(C(=O)CSc2nnc(-c3ccco3)o2)o1 | . | -3
CCOC(=O)C(C#N)=CNc1ncc(C(F)(F)F)cc1Cl | -3 | .
O=C(CN1C(=O)CCC1=O)Nc1ccc2c(c1)CN(C(=O)c1cccs1)CC2 | -9 | -6
Cc1cc2[nH]c(C(=O)Nc3ccc(F)c(F)c3)c(CN(C)C)c2s1 | 3 | 0
COc1ccc(C(=O)O)cc1S(=O)(=O)Nc1cccc(C)c1 | -3 | 0
O=C(C=Cc1ccccc1)NCCC(O)c1cccc2ccccc12 (stereo unspecified) | -11 | 5
O=C(NCc1ccc(N2CCCCCC2)nc1)c1cc(F)ccc1F | -3 | 0
CCOc1cccc(CN2CCCC2c2cc(C(C)C)no2)c1O (stereo unspecified) | 0 | 11
COC(=O)c1ccc(-c2noc(-c3ncn4c3COC(c3ccccc3Cl)C4)n2)cc1 (stereo unspecified) | 2 | 25
CCN(CC)C(=O)C1CCCN(Cc2ccc(SC)cc2)C1 (stereo unspecified) | -2 | -3
COc1cccc(COCCN2CCN(S(=O)(=O)c3ccc(C)cc3)CCC2=O)c1 | -7 | -5
Cc1ccc(CN2CCCC2c2n[nH]c(C)n2)cc1 (stereo unspecified) | -2 | 6
O=S1(=O)CCC(NS(=O)(=O)c2ccc(Cl)cc2)C1 (stereo unspecified) | -9 | .
O=C(CN1N=C(c2ccc(Cl)cc2)CCC1=O)NCC1CCCO1 (stereo unspecified) | -12 | 5
NNC(=O)c1cc(C(=O)NN)cc(S(=O)(=O)O)c1 | 22 | -4
CC1Cn2c(nnc2-c2cc3ccccc3cc2O)S1 (stereo unspecified) | . | 0
Cc1ccc(C2Oc3ccccc3C3=C2C(c2ccc(F)cc2)n2ncnc2N3)cc1 (stereo unspecified) | 2 | 3
COc1cc(C)nc(NS(=O)(=O)c2ccccc2Cl)n1 | 3 | 3
O=C(Cc1cc2ccccc2[nH]1)NC(C(=O)Nc1ccc2c(c1)OCO2)c1ccccc1 (stereo unspecified) | -1 | 46
CC(C)C1SCC(C(=O)O)N1C(=O)c1cccc(F)c1 (stereo unspecified) | 6 | -12
CSC1=NC2(CCCCC2)C2=C(CCCC2)N1 | 3 | -1
Cn1c(=O)n(C)c2cc(Br)c(Br)cc21 | . | -2
C=CCSc1nnc2c(n1)OC(c1ccc(OC)c(OC)c1)N(C(C)=O)c1ccccc1-2 (stereo unspecified) | -54 | 25
O=C(NC1CC1)c1ccc2ccccc2n1 | 0 | -4
CCN1c2ccc(C)cc2C(=O)NC12CCN(C(=O)c1ccc(C)cc1C)CC2 | -1 | 5
CC(C)(C)c1ccc(C(=O)NCc2cccs2)cc1 | 0 | -7
COCCNC(=O)Cc1ccc(NC(=O)C23CC4CC(CC(C4)C2)C3)cc1 | -1 | -4
COc1ccccc1N1CCN(S(=O)(=O)c2ccccc2)C(C)C1=O (stereo unspecified) | 0 | -5
O=C(NC(Nc1ccc(Cl)cc1Cl)C(Cl)(Cl)Cl)c1ccco1 (stereo unspecified) | 10 | 51*
Cc1c(Cl)c(C)c(C=O)c(O)c1Br | -3 | 79*
CC(C)c1cc(C2CCCN2C(=O)c2cc(-c3ccccc3)no2)no1 (stereo unspecified) | 0 | -2
O=C(Nc1cccc(NC(=O)c2cccs2)c1)c1ccc(Cl)cc1 | 6 | 6
O=C(CN1CCCCC1)Nc1ccc(OC(F)(F)Cl)cc1 | -4 | -11
COC(=O)c1ccccc1SC1CC(=O)N(CCc2ccccc2)C1=O (stereo unspecified) | 1 | -2
O=C(CSc1nc2ccccc2[nH]1)Nc1ccc(S(=O)(=O)Nc2ccc(Cl)nn2)cc1 | -2 | 1

Structural class, the entries above with an aryl methoxy group (17)
SMILES | Pf apPOL block | mHTT-CaM PPI inh
COc1ccc(C(=O)N2CCCC(c3ccnc(Nc4cccc(F)c4)n3)C2)c(OC)c1 (stereo unspecified) | -5 | -8
COc1ccccc1Oc1ccc(C(F)(F)F)cc1NC(=O)NC(=O)c1ccccc1F | -10 | .
COc1cccc(CN2CCc3nc(Nc4cc(OC)cc(OC)c4)ncc3C2)c1 | -1 | 48
COc1ccc(/C=C2\SC(=Nc3cc(C)cc(C)c3)NC2=O)cc1 | -1 | 19
COc1ccc(CN2CCC(=O)c3ccccc3S2(=O)=O)cc1 | 6 | -1
COc1ccc(C(=O)Cn2c(=N)n(Cc3ccc(C)cc3)c3ccccc32)cc1 | -1 | 21
CCOc1ccc(NS(=O)(=O)c2ccc(NC(=O)Cc3ccc(OC)cc3)cc2)cc1 | -6 | 13
CNC(=O)c1ccc2c(c1)N(C(=O)c1ccc(OC)cc1)CC2 | -1 | 100*
COc1cccc(-c2cn3ccn(-c4cccc(F)c4)c(=O)c3n2)c1 | 2 | -6
COc1ccccc1NS(=O)(=O)c1cccc(C(=O)Nc2cccc([N+](=O)[O-])c2)c1 | 0 | 15
COc1ccccc1/C=C/C1=NC(=C\c2cccc(F)c2)/C(=O)O1 | 0 | 10
CCC(=O)Nc1c2c(nn1-c1ccc(OC)cc1)CSC2 | -3 | 12
COc1ccc(C(=O)O)cc1S(=O)(=O)Nc1cccc(C)c1 | -3 | 0
COc1cccc(COCCN2CCN(S(=O)(=O)c3ccc(C)cc3)CCC2=O)c1 | -7 | -5
COc1cc(C)nc(NS(=O)(=O)c2ccccc2Cl)n1 | 3 | 3
C=CCSc1nnc2c(n1)OC(c1ccc(OC)c(OC)c1)N(C(C)=O)c1ccccc1-2 (stereo unspecified) | -54 | 25
COc1ccccc1N1CCN(S(=O)(=O)c2ccccc2)C(C)C1=O (stereo unspecified) | 0 | -5
